KDM4E inh: qHTS Assay for Inhibitors of Human Jumonji Domain Containing 2E (JMJD2E); JMJD2E catalytic domain, FDH-coupled NADH fluorescence (FDH is formaldehyde dehydrogenase); 230,000 compounds, 1.6% hits; AID 2147, 2009; Potency, µM (series often up to 57.1 µM), for inactives: top-dose activity change, negative = inhibition, actives largely listed as inhibitors; active means well fitted inhibition curve with a large enough effect, not every such curve was filed as active; inconclusive means small, poorly fitted or top-dose-only effect, or another doubt; inactive means no such curve, though single readings can be large or run the other way;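 further: 0% = wells with enzyme and -100% = buffer wells without enzyme; nearly all actives have a fitted effect of over 50% in size; many of its hits are not listed in these tables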
Target sequence (B2RXH2 1-337 limits assumed): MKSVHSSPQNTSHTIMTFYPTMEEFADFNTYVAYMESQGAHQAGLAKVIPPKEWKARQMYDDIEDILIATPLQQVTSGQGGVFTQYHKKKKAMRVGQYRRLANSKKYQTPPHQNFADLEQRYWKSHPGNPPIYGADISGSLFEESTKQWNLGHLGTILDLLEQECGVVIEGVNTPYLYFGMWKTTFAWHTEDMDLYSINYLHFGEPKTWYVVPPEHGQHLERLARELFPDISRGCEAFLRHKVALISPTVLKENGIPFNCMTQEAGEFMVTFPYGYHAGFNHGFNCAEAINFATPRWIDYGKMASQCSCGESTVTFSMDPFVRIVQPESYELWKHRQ
RECQ1 helicase: qHTS Assay for Inhibitors of RecQ-Like Dna Helicase 1 (RECQ1); Potency, µM (titrated, usually from 57.3 µM), for the others: at the top dose activity, negative = inhibition, usual class: inhibitors; RECQ1 DNA unwinding, red fluorescence kinetic read; ATP-dependent DNA helicase Q1 (Homo sapiens), P46063; 240,000 compounds, 0.54% hits;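 further: plate controls were vehicle for no effect and no enzyme for full effect; nearly all actives have a fitted effect of over 30% in size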
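50 nM RECQ1T1 preincubated 15 min with compound in Tris pH 8.0 buffer with MgCl2, DTT, Tween-20 and 2.5 ug/ml poly(dI-dC); started with 200 nM TAMRA/BHQ-2 forked duplex and 2 mM ATP. Unwinding read as fluorescence (525/598 nm), two reads 2 h apart.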
TR SRC2 fluor cs: Total Fluorescence Counterscreen for Inhibitors of the Interaction of Thyroid Hormone Receptor and Steroid Receptor Coregulator 2 | TRb/SRC2 Texas Red total fluorescence interference | Potency, µM (highest dose often 106 µM), for the others: at the top dose fluorescence change, negative = quenching | 280,000 compounds, 0.29% hits | AID 1479, 2009; active means well fitted curve in either direction with a large enough effect; inconclusive means small, poorly fitted or top-dose-only effect; further: on the % scale 0 is the no-effect control and ±100 the full control effect
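Human TRb ligand-binding domain at 0.6 uM with 20 nM Texas Red SRC2 peptide in Tris buffer containing 1 uM T3 and 5% DMSO, incubated with compound 5 h at ambient temperature. Total fluorescence (555/632 nm) calculated as parallel + 2 × perpendicular.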
SMN2 splice up: qHTS Assay for Enhancers of SMN2 Splice Variant Expression | HEK293 SMN2-luciferase splicing reporter, luminescence, 30-36 h | Potency, µM (titrated, usually from 46.1 µM), without a hit: at the highest dose activity change, positive = activation, actives largely listed as activators | 210,000 compounds, 2.8% hits; further: % of control where 0% means no effect; nearly all actives have a fitted effect of over 55% in size
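qHTS luciferase splicing reporter: luminescence rises when SMN2 exon 7 is included in transfected HEK293 cells. Compound exposure lasted 30-36 h at 37C, with 4.5 mM final sodium butyrate as control, followed by a ONE-Glo read.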
RGS12 GoLoco inh: qHTS Assay for Inhibitors of RGS12 GoLoco Motif Activity (Red Fluorophore); Guanine nucleotide-binding protein G(i) subunit alpha-1 (Homo sapiens), P63096; Gai1:RGS12 GoLoco peptide FP, rhodamine, 10 min; Potency, µM (titrated, usually from 61.6 µM), for the others: at the highest dose activity, negative = inhibition, hits mostly inhibitors; 230,000 compounds, 0.44% hits; AID 880, 2007; active means well fitted inhibition curve with a large enough effect, not every such curve was filed as active; inactive means no such curve, though single readings can be large or run the other way; further: on the % scale 0 is the no-effect control and ±100 the full control effect; nearly all actives have a fitted effect of over 30% in size; many of its hits are not listed in these tables
TRb-SRC2 inh: qHTS for Inhibitors of the Interaction of Thyroid Hormone Receptor and Steroid Receptor Coregulator 2. AID 1469, 2008. Potency, µM (doses to about 106 µM), for inactives: top-dose activity change, negative = inhibition, actives largely listed as inhibitors. 280,000 compounds, 0.065% hits. TRbeta-SRC2 peptide binding, fluorescence polarization; receptor liganded with 1 µM T3. Thyroid hormone receptor beta (Homo sapiens), P10828;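 further: plate controls were bound peptide for no effect and peptide without receptor for full effect; nearly all actives have a fitted effect of over 50% in size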
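Quantitative HTS by FP: 0.6 uM TRb LBD, 20 nM labeled SRC2 20-mer, 1 uM T3, 5% DMSO; 5 hr ambient incubation; % activity per concentration and potencies from concentration series.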
LMNA splice mod: qHTS Assay for Modulators of Lamin A Splicing; HeLa LMNA splicing GFP/RFP minigene ratio, 48 h; AID 1487, 2009; Potency, µM (highest dose often 46.1 µM), inactives show at the highest dose ratio change, negative = inhibition, hits mostly inhibitors; 200,000 compounds, 0.01% hits; active means well fitted inhibition curve with a large enough effect in the signal ratio, with a control signal flat, not every such curve was filed as active; inconclusive means small, poorly fitted or top-dose-only effect, or effect the other way, or a change in a side signal; the % refers to the signal ratio; further: on the % scale 0 is the no-effect control and ±100 the full control effect
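S3 HeLa cells stably expressing lamin A-EGFP splicing minigene plus DsRed2, 600 cells/well, 48 h compound exposure at 37C. Laser-scanning cytometry; analysed as GFP (500-530 nm)/RFP (575-640 nm) total intensity ratio; 0.5% DMSO vehicle.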
ALDH1A1 block: qHTS Assay for Inhibitors of Aldehyde Dehydrogenase 1 (ALDH1A1); Aldehyde dehydrogenase 1A1 (Homo sapiens), P00352; Purified ALDH1A1, NADH fluorescence, propionaldehyde substrate; Potency, µM (series often up to 75.3 µM), for inactives: at the highest dose activity, negative = inhibition, usual class: inhibitors; 220,000 compounds, 7.3% hits; active means well fitted inhibition curve with a large enough effect, not every such curve was filed as active; inconclusive means small, poorly fitted or top-dose-only effect, or another doubt; inactive means no such curve, though single readings can be large or run the other way;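 further: plate controls were no enzyme wells and a reference inhibitor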
Target sequence (P00352 whole entry, looked up): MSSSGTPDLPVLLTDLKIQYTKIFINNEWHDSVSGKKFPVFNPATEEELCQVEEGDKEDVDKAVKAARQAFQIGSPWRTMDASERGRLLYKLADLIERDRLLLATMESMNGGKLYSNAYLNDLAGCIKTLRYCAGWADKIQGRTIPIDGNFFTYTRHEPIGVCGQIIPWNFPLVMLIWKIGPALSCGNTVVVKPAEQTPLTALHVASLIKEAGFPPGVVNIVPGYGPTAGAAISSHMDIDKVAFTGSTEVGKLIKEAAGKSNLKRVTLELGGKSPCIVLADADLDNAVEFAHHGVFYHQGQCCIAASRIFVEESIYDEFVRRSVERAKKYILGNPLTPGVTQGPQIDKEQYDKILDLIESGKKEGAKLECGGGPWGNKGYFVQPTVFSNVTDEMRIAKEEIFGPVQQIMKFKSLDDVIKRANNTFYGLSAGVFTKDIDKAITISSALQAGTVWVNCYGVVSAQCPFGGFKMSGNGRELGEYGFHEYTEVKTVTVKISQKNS
* marks the source's active call; other numbers are inactive results; i = inactive; ? = inconclusive; / = no result given; [ ] = remark or other dose. Unless noted, the call rests on the fitted dose curve; in most records, active means well fitted curve in the direction sought with a large enough effect; inconclusive means small, poorly fitted or top-dose-only effect, or another doubt; inactive means no such curve, though single readings can be large; an effect the other way counts as inactive or inconclusive. Potency means the concentration at half of the fitted maximal effect. Not all compounds are listed, so the mix of outcomes need not match the whole.

SMILES	KDM4E inh	RECQ1 helicase	TR SRC2 fluor cs	SMN2 splice up	RGS12 GoLoco inh	TRb-SRC2 inh	LMNA splice mod	ALDH1A1 block
CCCN(CCC)S(=O)(=O)c1ccc(NS(C)(=O)=O)cc1	4%	0%	-2%	-10%	-2%	-22%	-5%	0%
NCCCC[C@H](N)c1nnc([C@H](CC(=O)O)NC(=O)C2CCNCC2)o1	7%	-1%	0%	/	0%	-1%	/	0%
Cc1cc(N2C(=O)C3CCC(c4ccccc4)CC3C2=O)no1 (configuration not stated)	5%	i	-1%	-5%	9%	0%	-11%[46 µM]	6%
Cc1c(Cl)cccc1NC(=S)N1CCN(Cc2ccccc2)CC1	5%	i	0%	-12%	19%	-2%	3%	?
CCOC(=O)NC(C)N1C(=O)C2C3C=CC(C3)C2C1=O (configuration not stated)	-3%	-1%	-1%	-4%	-3%	3%	/	3%
CCCCNc1nc(C)nc2c1nc(-c1ccccc1)n2CC1CCCN1CC (configuration not stated)	?	0%	-2%	-9%	2%	0%	/	?
CCOC(=O)c1cnc2ccc(OCC)cc2c1NCCN1CCOCC1	-1%	i	-5%	/	18%	5%	/	?
Cc1nc(-c2ccccc2O)n(-c2ccccc2)n1	-3%	i	-3%	-12%	3%	5%	2%	1%
CCc1nnc(NC(=O)CSc2nnc(Cc3cccn3C)n2C)s1	1%	-1%	-6%	12%	-38%	3%	-14%	?
O=C1N=NC2=C1c1c3ccccc3c(O)n1CC2	7%	-4%	1%	/	-5%	0%	/	-3%
CC(=O)N(C)c1ccc(NS(=O)(=O)Cc2ccccc2)cc1	6%	i	1%	-6%	5%	-14%	4%	-4%
CN(C(=O)Nc1cnccc1C(F)(F)F)C1CCCCC1	-12%	i	-3%	/	1%	-1%	/	/
O=C(Nc1ccon1)c1cc2ccccc2oc1=O	?	i	-4%	-5%	40%[activator]	-7%	-14%	?
Cc1c(O)c2c3c(cccc3c1O)C(=O)N(c1ccccc1)C2=O	-12%	-1%	-2%	-44%[inhibitor]	1%	-8%	?	-12%
COc1ccc(-c2csc(Nc3ccccn3)n2)cc1	1%	i	2%	2.2µM*	-1%	-1%	20%[46 µM]	0%
O=C1OCCN1C(=O)[C@H]1[C@H](c2ccc(F)cc2)C(c2cccc(Cl)c2)=NN1c1ccc(Br)cc1	/	i	1%	/	-4%	-4%	/	?
Cc1cnc(NC(=O)c2ccc(-c3nc4ccccc4s3)o2)s1	9%	-4%	-5%	0%	-9%	-8%	-3%	?
Cc1ccc2[nH]c(=O)c(COC(=O)c3ccccn3)cc2c1	-7%	-5%	2%	-7%	12%	8%	1%	?
CCCC(=O)Nc1ccc(NC(=S)NC(=O)c2cccs2)cc1	11%	i	1%	10%	11%	16%	10%[46 µM]	-8%
CCN(c1ccccc1)S(=O)(=O)c1cccc(C(=O)OCc2nc3sc(C)c(C)c3c(=O)[nH]2)c1	-25%	-16%	1%	-11%	11%	-15%	-13%	?
CCOC(=O)c1c(NC(=O)c2cccs2)sc(C)c1C	?	-1%	-7%	-15%	-8%	1%	4%	?
Cc1ccc(C(C)C)cc1OCCN1CCCC1	-24%	-8%	0%[53 µM]	7%	-2%	-5%[53 µM]	-3%	4%
CN1CCc2cc3c(c4c2C1CC41CCC(=NO)CC1)OCO3 (configuration not stated)	?	-5%	15%	-5%	-3%	?	?	?
CC1(C)NC(=O)N(CCCSc2ccc(Cl)cc2)C1=O	0%	-1%	-2%	-19%	0%	3%	-8%	-9%
CCCCNC(=S)NNC(=O)c1ccncc1	0%	1%	-4%	1%	-2%	6%	28%[46 µM]	1%
OCCC1CN(Cc2cccn2-c2cccnc2)CCN1CCc1ccccc1 (configuration not stated)	-1%	i	-7%	/	13%	3%	5%[46 µM]	0%
Cc1ccccc1-n1nc2c(c1NC(=O)/C=C\c1ccc3c(c1)OCO3)CSC2	?	-10%	2%	-19%	-10%	-5%	?	?
Cc1ccc(C(C(=O)NC(C)(C)C)N(Cc2cccs2)C(=O)c2ccc3c(c2)OCCO3)cc1 (configuration not stated)	-4%	9%	-3%	-6%	-4%	7%	-10%	10%
CCOC(=O)c1c(C)[nH]c(N=Nc2cc(C(=O)O)cc(C(=O)O)c2)c1C	-9%	24%	-5%	/	13%	4%	/	/
Cc1ccc2c(c1)-c1cc(C)nn1C(c1ccc3c(c1)OCO3)N2 (configuration not stated)	?	-4%	2%	16%	3%	-6%	-3%	?
NC(=O)c1ccc(-n2nnnc2SCC(=O)c2ccc(O)c(O)c2)cc1	0.71µM*	8.9µM*	50µM*[quencher]	20%	13%	?	-2%[9.22 µM]	?
CSc1nc2ncc3c(n2n1)CC(C)(C)CC3=O	?	i	-2%	1%	11%	-8%	1%[46 µM]	?
CCCCN1C(=O)/C(=C(/C#N)C(=O)N2CCCC2)c2ccccc21	3%	2%	4%	/	-5%	5%	/	/
COc1cccc(Cn2c(=O)c(-c3ccc(F)cc3)nc3cnc(N4CCNCC4)nc32)c1	/	i	/	/	-8%	/	?	?
O=C(COC(=O)c1ccco1)Nc1nc2ccc([N+](=O)[O-])cc2s1	3%	-18%	-6%	/	10%	5%	/	-16%
N[C@@H](CO)c1nnc([C@H](CCC(=O)O)NC(=O)C2CCNCC2)o1	-12%	-9%	0%	/	14%	4%	/	-2%
N#Cc1c(NC(=O)CSc2ncnc3sccc23)oc(-c2ccco2)c1-c1ccco1	-14%	25µM*	-20%	0%	60%[activator]	10%	-8%	10µM*
Cc1ccc(Cc2c(C)[nH]c(=S)[nH]c2=O)cc1	1%	-1%	-2%	/	-2%	2%	/	/
Cc1cccc(NC(=S)NN2CCN(C)CC2)c1	4%	-6%	2%	10%	-3%	-7%	-2%	1%
C/C(=N\N1CCN(c2ccccc2)CC1)c1ccco1	2%	i	-2%	?	-1%	-9%	1%	-6%
Cc1ccc(NC(=O)C[n+]2cc(-c3ccccc3)n3c2CCC3)c(C)c1	2%	i	1%	/	2%	-9%	/	/
CO[C@@H]1COC(=O)C/C=C\[C@@H](C)[C@@H]2C=C[C@H](O)[C@@H](COC(=O)CCC[C@H]1C)O2	/	-2%[11.5 µM]	0%[11.2 µM]	/	/	6%[11.2 µM]	/	8%[13.5 µM]
COc1ccc(CC(=O)Nc2nc(C)cs2)cc1	-6%	-10%	-1%	5%	3%	2%	/	-6%
Cc1nc(C)c(C(=O)N/N=C/c2ccco2)s1	-3%	-11%	-5%	23%	5%	2%	?	-10%
Cc1ccc(C2N(c3nccs3)C(=O)C3CCCN32)cc1 (configuration not stated)	6%	i	2%	-4%	10%	1%	9%	-12%
CCN(CC)c1ccc(S(=O)(=O)N2CCOCC2)cc1NC(=O)CN1CCN(Cc2ccccc2)CC1	28µM*	15%	0%	/	8%	5%	/	/
CCOc1ccc(N(C(C)C(=O)NN=C2CCCCCCC2)S(C)(=O)=O)cc1 (configuration not stated)	11%	-4%	0%	20%	2%	1%	5%	-13%
COc1ccc(Oc2ncc3ncc(=O)n(-c4ccc(OC)cc4)c3n2)cc1	/	-9%	/	/	-2%	/	10%	?
CN1C(=S)SC(C)(C)C1NO (configuration not stated)	0%	-12%	-1%	-2%	3%	-11%	4%	8%
O=C(CP(=O)(c1ccccc1)c1ccccc1)Nn1cnnc1	0%	-5%	-1%	13%	3%	0%	-5%	10%

Additional entries:
SMILES	KDM4E inh	RECQ1 helicase	TR SRC2 fluor cs	SMN2 splice up	RGS12 GoLoco inh	TRb-SRC2 inh	LMNA splice mod	ALDH1A1 block
COc1ccnc(N2CCN(c3cccc(C(F)(F)F)c3)CC2)c1C#N	-1%	-4%	-1%	-8%	10%	-12%	2%	-2%
COC(=O)c1cc(Cl)c(NC(=O)c2cc(OC)c(OC)c(OC)c2)cc1OC	-7%	-10%	-4%	-13%	7%	-6%	-8%	-16%
COc1cc(Cl)c(C)cc1NC(=O)CSc1nnc(CCC(=O)O)c(=O)[nH]1	?	-9%	1%	-8%	13%	1%	/	?
N#C/C(=C\c1ccc(F)c(F)c1)C(=O)NC1CCCCC1	8%	-5%	0%	2%	13%	-5%	-11%	11%
COCCn1c(SCC(=O)NNC(=O)c2ccccc2)nc2ccccc2c1=O	9%	-7%	0%	/	/	0%	?	2%
O=C(O)CCN(Cc1ccccc1)S(=O)(=O)c1ccc(Cl)cc1F	-1%	i	5%	5%	1%	3%	?	2%
Cc1ccc(-c2cc(-c3c(C)nn(C)c(=O)c3N)[nH]n2)cc1	3%	-1%	0%	/	4%	7%	/	/
CC1=C(C(=O)Nc2ccc(C)cc2C)C(c2cccc(Cl)c2)n2nc(C(=O)OC(C)C)nc2N1 (configuration not stated)	6%	-8%	0%	1%	6%	4%	-6%	10%
C=CCNC(=O)CSc1nnc(-c2cccs2)o1	-6%	-17%	2%	6%	-12%	3%	9%	-7%
O=C(Cn1cnc2ccccc2c1=O)NCC(=O)N1CCOCC1	0%	-2%	-1%	22%	-4%	0%	/	3%
N=C1/C(=C\c2ccc(OC(=O)c3ccco3)cc2)C(=O)N=C2SC=NN12	?	-1%	-1%	?	7%	-11%	/	-3%

Screening results as filed in PubChem BioAssay.
